# Assay outcomes: PubChem, several laboratories
# RTF Ca sens act: increases calcium sensitivity of human cardiac regulated thin filaments; P19429+P45379; IANBD-labeled TnC RTF fluorescence at EC20 calcium; 0% EC20 calcium, 100% full calcium; activation, % at 7.2 µM; 340,000 tested, 0.24% active; AID 493008;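 active = activation above the mean over all tested compounds plus 3 SD, cut at about 30% in these data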;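 also: rise in fluorescence read as greater calcium sensitivity of cardiac thin filaments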
# Keap1 Nrf2 FP: inhibitors of human Keap1-Nrf2 protein-protein interaction; 340,000 tested, 0.15% active; Keap1 Kelch-Nrf2 peptide fluorescence polarization, 1536-well; AID 504523; Q14145; inhibition, % at 9.4 µM; in the data active = inhibition above about 12%;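 also: human Keap1 Kelch domain with fluorescein labeled Nrf2 9mer peptide probe; 0% = neutral control wells and 100% = peptide positive control; higher means more block of Keap1 binding to Nrf2 peptide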
# Target sequence (Q14145 whole entry, looked up, the tested form may be a part): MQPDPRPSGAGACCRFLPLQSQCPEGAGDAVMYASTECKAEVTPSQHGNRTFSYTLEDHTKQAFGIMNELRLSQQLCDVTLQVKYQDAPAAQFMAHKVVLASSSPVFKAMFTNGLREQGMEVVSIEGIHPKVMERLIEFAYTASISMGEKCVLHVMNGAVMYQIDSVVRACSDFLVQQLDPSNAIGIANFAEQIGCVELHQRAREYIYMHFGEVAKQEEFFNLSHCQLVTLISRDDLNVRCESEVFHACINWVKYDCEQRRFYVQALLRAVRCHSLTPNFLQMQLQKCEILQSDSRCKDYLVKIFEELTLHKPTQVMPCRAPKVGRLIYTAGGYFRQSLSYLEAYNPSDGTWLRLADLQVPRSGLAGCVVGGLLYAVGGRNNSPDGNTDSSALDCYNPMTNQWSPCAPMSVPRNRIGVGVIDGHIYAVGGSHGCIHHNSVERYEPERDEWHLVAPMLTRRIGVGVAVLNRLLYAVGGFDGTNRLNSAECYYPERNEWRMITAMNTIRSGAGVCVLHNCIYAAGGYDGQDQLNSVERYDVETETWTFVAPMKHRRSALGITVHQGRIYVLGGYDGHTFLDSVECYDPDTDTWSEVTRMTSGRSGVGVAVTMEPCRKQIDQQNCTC
# CAL PDZ FP-1: inhibitors of human CAL PDZ peptide binding. AID 602252. Q9HD26. purified CAL PDZ, TMR-peptide fluorescence polarization, 1 h. 300,000 tested, 0.92% active. inhibition, % at 24.9 µM;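 active = mean inhibition of at least 30% with at least half of replicates also reaching 30%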;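 also: 0% = DMSO neutral control and 100% = excess unlabeled competitor peptide PRC23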
# DAGLB inhibitor: diacylglycerol lipase beta (human) inhibition. inhibition, % at 5.17 µM. HEK293T DAGLB membrane lysate, EnzChek fluorogenic substrate. AID 504411. Q8NCG7. 340,000 tested, 0.059% active; in the data active = inhibition above about 34%;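 also: 0% = enzyme with vehicle and 100% = wells lacking enzyme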
# SR-BI uptake up: activators of SR-BI mediated HDL lipid uptake | CHO ldlA[mSR-BI] cells, DiI-HDL uptake fluorescence, 3 h; 100 = double the neutral-control signal | activation, % at 12.5 µM | 320,000 tested, 0.096% active;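 active = mean replicate activation of at least 60% and every replicate at or above 60%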;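 also: 0% = median plate neutral-control signal and 100% = twice that signal; values of inactives mirror those of a sister screen read the other way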
#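 System: CHO ldlA[mSR-BI] cells / Medium: HEPES-buffered (25 mM, pH 7.4) F12 plus 0.5% BSA / Probe or stimulus: labelled HDL, 10 µg/mL / Doses: single compound concentration, delivered by pin transfer / Schedule: 3 h, 37 °C / Measured by: DiI fluorescence, bottom read / Measure: cell-associated DiI fluorescence as measure of HDL uptake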
# RTF Ca sens inh: cardiac RTF calcium desensitization | P19429+P45379 | IANBD-labeled cardiac RTF, Ca2+ fluorescence | inhibition, % at 7.15 µM | 340,000 tested, 0.12% active | AID 493244;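 active = inhibition above the mean inhibition of all tested compounds plus 3 SD, cut at about 17% in these data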;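 also: assay run at fixed EC70 calcium of 1.6 mM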
# Rtt109 HAT inh: inhibitors of Candida albicans Rtt109/Vps75 histone acetyltransferase. inhibition, % at 34.9 µM. AID 540336. 330,000 tested, 0.16% active. purified Rtt109/Vps75, ThioGlo CoA-SH fluorescence, 4 h;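 active = inhibition of at least 50% in every replicate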
# Target sequence (Q5AAJ8 whole entry, looked up): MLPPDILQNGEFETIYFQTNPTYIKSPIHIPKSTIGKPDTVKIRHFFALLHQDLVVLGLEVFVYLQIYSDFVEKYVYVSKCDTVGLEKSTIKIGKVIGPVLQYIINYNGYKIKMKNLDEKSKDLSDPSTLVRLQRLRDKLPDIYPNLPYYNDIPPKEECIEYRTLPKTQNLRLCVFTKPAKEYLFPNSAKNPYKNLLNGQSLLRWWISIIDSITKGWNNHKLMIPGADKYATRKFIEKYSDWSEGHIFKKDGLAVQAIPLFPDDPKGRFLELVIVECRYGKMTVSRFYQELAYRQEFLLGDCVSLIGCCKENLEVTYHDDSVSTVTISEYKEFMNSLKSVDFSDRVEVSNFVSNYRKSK
# CAL PDZ FP-2: human CAL PDZ-peptide interaction inhibition; 330,000 tested, 0.02% active; purified CAL PDZ, TMR-peptide fluorescence polarization, 1 h; Q9HD26; inhibition, % at 20 µM; AID 504414;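 active = highest replicate inhibition of at least 40%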;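 also: plate controls were DMSO neutral control wells for no effect and unlabeled competitor peptide control wells for full effect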
#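 Test system: tagged CAL PDZ domain / Buffer or medium: sodium phosphate/NaCl buffer pH 7.4 with TCEP, IgG, Thesit / Reagent: TMR-labelled reporter peptide T*-PRC34 bound in PDZ groove / Compound dosing: single point, 20 µM / Schedule: 1 h incubation at room temperature before polarization reading / Technique: fluorescence polarization (mP) / Benchmarks: unlabelled peptide, DMSO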
# LANA DNA inh: blocks KSHV LANA C-terminal domain binding to DNA | inhibition, % at 9 µM | MBP-C-LANA/FAM-LBS DNA binding, fluorescence polarization | 340,000 tested, 0.078% active;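 active = highest replicate inhibition at or above 60% at 9 µM, even if other replicates fall short; inactive = all replicates below 60% inhibition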;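 also: 0% = neutral control wells and 100% = 4 µM acridine orange control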
# PKA-R2B act: activates the human PKA-R2B holoenzyme complex | activation, % at 11.4 µM | PKA-R2B holoenzyme dissociation, Cy5-IP20 fluorescence polarization; R2B truncated from residue 108, S112A mutant; 0% DMSO only, 100% 113 µM cGMP | 340,000 tested, 0.079% active | P22694+P31323 | AID 504700;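 active = activation above a cutoff set at the mean over all compounds plus 3 SD, cut at about 18% in these data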;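 also: higher means more holoenzyme dissociation and a rise in polarization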
# * marks the source's active call; other numbers are inactive results; . = not tested or not shown.
# Start of the data: the first 13 entries, ahead of the listing:
no.	molecule	RTF Ca sens inh	LANA DNA inh	DAGLB inhibitor	CAL PDZ FP-1	Rtt109 HAT inh	Keap1 Nrf2 FP	PKA-R2B act	CAL PDZ FP-2	SR-BI uptake up	RTF Ca sens act
1	CCCCC1=CC2=CC(=O)C(C)(OC(=O)CC)C(=O)C2=CO1 (centres undefined)	-24	9.6	4	-4	-5	-3	5	1.6	-16	-3
2	COCCCNC(=O)C1CCCCN1S(=O)(=O)c1ccc(F)cc1 (centres undefined)	1	0.6	-1	-9	5	1	-8	0.0	13	-1
3	O=C(Cc1c(F)cccc1Cl)OCC(=O)N1CCN(c2ccccc2)CC1	-4	-0.9	-2	.	-24	-7	-4	-0.4	-9	2
4	CCC1CCCCN1C(=O)c1cc(COc2ccc(-n3cncn3)cc2)on1 (centres undefined)	-2	1.3	2	-1	4	1	5	-2.5	.	0
5	CC1CN(C(=O)CCC(=O)NCc2ccccn2)c2ccccc2O1 (centres undefined)	-1	-0.4	1	.	5	0	7	0.2	11	7
6	COC(=O)c1ccc(C(=O)OC)c(NC(=O)c2cnc3n(c2=O)CCS3)c1	-19	1.2	1	-2	31	-6	10	-2.3	-33	2
7	CN1CCc2cccc3c2[C@@H]1Cc1ccc(O)c(O)c1-3	8	3.1	2	-2	60*	-3	2	-0.1	-24	-4
8	CCOc1ccc(N=C2NC(=O)CS2)cc1	2	2.5	-4	-7	-9	0	-11	-0.7	10	-9
9	Cc1ccc(S(=O)(=O)/N=C2\C=C(Nc3cccc(C(=O)O)c3)C(=O)c3ccccc32)cc1	4	6.9	37*	-3	11	-7	-3	-4.0	19	6
10	CCN(C[C@H]1N[C@@](CC)(C(=O)OC)[C@H]2C(=O)N(C)C(=O)[C@@H]12)S(=O)(=O)c1ccc(C)cc1	4	-2.8	0	-1	24	-2	-2	-1.0	6	1
11	Cc1csc(NC(=O)CSc2nnc(C)n2Cc2ccco2)n1	4	2.0	1	-5	-6	-1	0	0.2	29	-7
12	COc1ccc(-c2csc(N(CC3CCCO3)C(=O)c3cccs3)n2)cc1 (centres undefined)	-10	1.7	-5	-5	0	-3	-5	-0.7	-68	3
13	Cc1ccc(N2CC(C(=O)N3CCC(c4nc5ccccc5[nH]4)CC3)CC2=O)cc1C (centres undefined)	-14	0.1	3	-3	-2	0	0	-0.2	0	-1

# The whole of this part (from the top)
no.	molecule	RTF Ca sens inh	LANA DNA inh	DAGLB inhibitor	CAL PDZ FP-1	Rtt109 HAT inh	Keap1 Nrf2 FP	PKA-R2B act	CAL PDZ FP-2	SR-BI uptake up	RTF Ca sens act
1	CCCCC1=CC2=CC(=O)C(C)(OC(=O)CC)C(=O)C2=CO1 (centres undefined)	-24	9.6	4	-4	-5	-3	5	1.6	-16	-3
2	COCCCNC(=O)C1CCCCN1S(=O)(=O)c1ccc(F)cc1 (centres undefined)	1	0.6	-1	-9	5	1	-8	0.0	13	-1
3	O=C(Cc1c(F)cccc1Cl)OCC(=O)N1CCN(c2ccccc2)CC1	-4	-0.9	-2	.	-24	-7	-4	-0.4	-9	2
4	CCC1CCCCN1C(=O)c1cc(COc2ccc(-n3cncn3)cc2)on1 (centres undefined)	-2	1.3	2	-1	4	1	5	-2.5	.	0
5	CC1CN(C(=O)CCC(=O)NCc2ccccn2)c2ccccc2O1 (centres undefined)	-1	-0.4	1	.	5	0	7	0.2	11	7
6	COC(=O)c1ccc(C(=O)OC)c(NC(=O)c2cnc3n(c2=O)CCS3)c1	-19	1.2	1	-2	31	-6	10	-2.3	-33	2
7	CN1CCc2cccc3c2[C@@H]1Cc1ccc(O)c(O)c1-3	8	3.1	2	-2	60*	-3	2	-0.1	-24	-4
8	CCOc1ccc(N=C2NC(=O)CS2)cc1	2	2.5	-4	-7	-9	0	-11	-0.7	10	-9
9	Cc1ccc(S(=O)(=O)/N=C2\C=C(Nc3cccc(C(=O)O)c3)C(=O)c3ccccc32)cc1	4	6.9	37*	-3	11	-7	-3	-4.0	19	6
10	CCN(C[C@H]1N[C@@](CC)(C(=O)OC)[C@H]2C(=O)N(C)C(=O)[C@@H]12)S(=O)(=O)c1ccc(C)cc1	4	-2.8	0	-1	24	-2	-2	-1.0	6	1
11	Cc1csc(NC(=O)CSc2nnc(C)n2Cc2ccco2)n1	4	2.0	1	-5	-6	-1	0	0.2	29	-7
12	COc1ccc(-c2csc(N(CC3CCCO3)C(=O)c3cccs3)n2)cc1 (centres undefined)	-10	1.7	-5	-5	0	-3	-5	-0.7	-68	3
13	Cc1ccc(N2CC(C(=O)N3CCC(c4nc5ccccc5[nH]4)CC3)CC2=O)cc1C (centres undefined)	-14	0.1	3	-3	-2	0	0	-0.2	0	-1
14	CCOC(=O)CC1C(=O)NCCN1C(=O)NC1CCCCC1 (centres undefined)	0	-0.8	1	-1	-1	2	-1	0.1	10	-4
15	CCC(=O)c1ccc(OCC(=O)N2CCN(C(=O)c3ccccc3)CC2)cc1	-1	-0.8	-6	-1	11	-1	2	-0.2	-17	0
16	COc1ccc(-c2nc3n(c2C)Cc2ccccc2-3)cc1	-4	-0.6	-1	-5	-12	-7	0	-4.3	-9	9
17	Cc1cc(OCC[N+]2(C)CCCCC2)nc2ccccc12	-6	0.7	1	-5	0	-2	-3	-2.3	-4	5
18	CN(C)/C=C(\C#N)S(=O)(=O)c1ccccc1	0	-0.2	0	.	-2	-2	-3	0.6	12	-1
19	O=C(Nc1ccccc1Cl)N(Cc1nc2ccccc2c(=O)[nH]1)Cc1cccs1	-2	-0.8	-3	1	-10	0	-13	-0.8	-11	1
20	COc1cccc(N2CCN(CC(=O)NC(=O)NC3CCCCC3)CC2)c1	2	0.6	1	-4	21	-3	-6	-3.2	7	-17
21	Cc1nc(CSc2ccc(Br)cc2)cs1	-2	-3.5	-7	-6	-2	-2	4	-0.9	9	2
22	CSc1ccccc1NC(=O)CNCCCN1CCOCC1	4	0.7	2	2	-9	2	-9	-0.4	-10	-5
23	COC(=O)c1c(-c2c(Cl)cccc2Cl)noc1NC(=O)N(C)C	2	-1.1	0	-4	-5	-1	-7	-0.9	-4	5
24	CCc1ccc(NC(=O)/C(C#N)=C\c2ccc(OC)c(C(=O)O)c2)cc1	-3	1.7	0	-4	0	-3	0	-1.2	-1	0
25	Cc1cc(C)c(S(=O)(=O)NNC(=O)C2CCN(Cc3ccccc3)CC2)c(C)c1	-11	-0.7	4	-5	5	-1	2	-0.1	-19	1
26	CC(=O)Nc1ccc(S(=O)(=O)Nc2ccccc2N2CCOCC2)cc1	1	2.2	-2	-4	5	-7	-4	-0.3	-8	1
27	O=C(O)c1cc(S(=O)(=O)NC2CCCc3ccccc32)ccc1O (centres undefined)	2	1.9	31	-2	12	-7	-2	-1.9	.	-6
28	CCOC(=O)c1ccc(N2Cc3ccccc3C2)cc1O	-5	0.1	-8	-3	-4	0	4	-2.3	-28	0
29	COc1cc(/C=C/C(=O)OCC(=O)NCc2ccco2)ccc1O	13	0.5	-3	-2	-3	-2	-15	-0.2	2	1
30	CCOc1ccc2nc(SCC(=O)N(CC(C)C)c3c(N)n(Cc4ccccc4)c(=O)[nH]c3=O)[nH]c2c1	3	-2.6	3	-2	1	-3	0	-0.2	-9	4
31	O=C(Nc1ccc(F)cc1F)c1ccc(-n2cncn2)nc1	-5	-1.7	0	29	7	1	5	0.4	39	-3
32	COc1ccc(C(=O)N/N=C/c2cc3ccccc3[nH]c2=S)cc1	4	0.6	8	-4	11	-4	-4	-4.2	-50	-5
33	NC(=O)CSc1nnc(NC(=O)c2cccc(S(=O)(=O)N3CCCCC3)c2)s1	3	-0.1	1	-4	-6	3	11	-0.8	30	-8
34	COCCOC(=O)C1=C(C)NC2=C(C(=O)CCC2)C1c1cc2c(cc1Br)OCO2 (centres undefined)	0	-0.7	-5	-4	3	5	-7	-0.2	19	0
35	CCCOc1c(OC)cccc1C1CC(=O)Nc2cc(OC)c(OC)c(OC)c21 (centres undefined)	3	-0.4	-3	2	30	2	-19	-1.3	.	1
36	N#Cc1ccccc1NC(=O)COc1ccc2c(c1)OCO2	-13	1.1	-3	-2	-6	2	-7	-2.4	.	-9
37	CN(CC(=O)Nc1ccccc1Cl)C(=O)COC(=O)c1cnccn1	-5	0.3	1	6	-3	2	3	-2.4	27	-5
38	COCCSc1nnc(NC(=O)C2CC(=O)N(c3ccccc3)C2)s1 (centres undefined)	-3	2.2	2	-6	-1	0	-9	-2.6	8	-2
39	CCOc1ccc(S(=O)(=O)N2CCC(C(=O)N3CCCC3)CC2)cc1C	-4	-0.7	0	.	8	-5	0	0.1	.	2
40	c1ccc2sc(NCC3CCCO3)nc2c1 (centres undefined)	-2	0.2	-1	.	-14	-6	-3	-1.6	16	2
41	CCOC(=O)c1ccccc1NC(=O)Cc1c(C(=O)O)n(C)c2ccccc12	-2	-1.7	7	-5	3	-3	-2	-1.8	-10	-6
42	O=C(COc1ccc(Cl)cc1)Nc1ccc2c(c1)CCC2	-12	-0.8	-24	-4	22	-1	-8	-2.5	-26	5
43	CC(=O)c1cccc(NC(=O)CSc2nnc(C(C)N(C)C)n2-c2ccc(F)cc2)c1 (centres undefined)	-17	-1.5	3	-2	-11	-4	6	-0.3	.	-3
44	Cc1ccc(NC(=O)c2cc([N+](=O)[O-])ccc2N2CCOCC2)cc1C	-5	-0.6	-1	4	15	-4	2	-2.4	.	-1
45	COc1cc(CNCCc2ccccc2)cc(Cl)c1OCc1ccccc1	-8	0.5	-5	0	44	-1	9	-4.8	.	1
46	Cc1nc2ccccc2n1CC(=O)N/N=C\c1ccccn1	-5	-1.5	-2	-5	11	-2	-8	-0.2	2	4
47	O=C(NCc1ccccc1)c1csc2c1CCCCC2	-8	-1.1	-11	-1	-1	2	6	0.0	-17	-3
48	Cc1cc(C)n(-c2ccc(C(=O)NCC(=O)Nc3cc(Cl)ccc3Cl)cc2)n1	-2	0.4	-7	-5	5	-2	0	-1.1	-10	-4
49	O=C(NCc1cccs1)c1cccnc1C(=O)O	-8	-0.3	0	2	30	-2	-12	-2.3	17	-1
50	O=C(COC(=O)c1ccc(S(=O)(=O)C(F)F)cc1)NC(=O)NC1CCCCC1	-1	-2.9	-1	-8	-3	3	9	1.1	10	-9
